Assay outcomes as filed in PubChem.
Phagocyt inh: inhibitors of macrophage phagocytosis; J774A.1 macrophage IgG-bead phagocytosis, imaging; inhibition, % at 5 µM; hit rate 0.07% among 110,000; AID 1029;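 active = inhibition above the mean of the plate negative controls plus 5 SD, cut at about 13% in these data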;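 also: phagocytic index as fraction of beads internalized from green versus red external bead signal; plate controls were DMSO negative control for no effect and cytochalasin-D positive control for full effect; some results beyond the cut were filed as inactive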
Starred values were filed as active, the others as inactive.

canonical_smiles | Phagocyt inh
O=C(COC(=O)c1cccs1)NCc1ccco1 | -1
Nc1c(C(=O)NC2CCCCC2)c2nc3ccccc3nc2n1/N=C/c1ccco1 | 1
COc1ccc(-c2nnc3ccc(SCC(=O)N4CCOCC4)nn23)cc1 | 1
COc1ccc2[nH]c(C)c(CN3CCCCC3)c(=O)c2c1 | -1
O=C(N=c1nc2ccccn2s1)c1ccccc1 | 1
CCOc1ccc(-c2nnc3ccc(SCC(=O)N4CCCCC4)nn23)cc1 | -2
COc1ccc(NC(=O)Cc2nn(C)c(=O)c3ccccc23)c2ncccc12 | 0
Cc1csc2ncc(C(=O)Nc3ccc4c(c3)OCCO4)c(=O)n12 | -2
Cc1nnc2c3cnn(-c4ccc(Cl)cc4)c3ncn12 | -1
N#CC(c1nc2ccccc2nc1N1CCCCC1)S(=O)(=O)c1ccc(Cl)cc1 (configuration not stated) | -1
Clc1ccc(-c2nn3c(-c4cccc(Cl)c4)nnc3s2)cc1 | 0
Cc1ccc(NC(=O)NC2=N/C(=C(/C#N)C(=O)N3CCCC3)c3ccccc32)cc1 | 0
CCOC(=O)c1sc(NC(=O)C2CCCO2)c(C(=O)OCC)c1C (configuration not stated) | 0
O=C(c1ccc(S(=O)(=O)N2CCC(c3nc4ccccc4s3)CC2)cc1)N1CCOCC1 | 0
O=C(CN1C(=O)NC2(CCc3ccccc32)C1=O)Nc1cc(C(F)(F)F)ccc1N1CCOCC1 (configuration not stated) | 0
COc1ccc(N2CCN(Cc3cc(=O)oc4c3ccc3ccccc34)CC2)cc1 | -1
CCOc1ccc2nc(NC(=O)CSc3nc4c(c(=O)n(C)c(=O)n4C)n3CC)sc2c1 | 0
CN(C)CCCN1C(=O)C(=O)/C(=C(/O)c2ccccc2)C1c1ccccn1 (configuration not stated) | 0
CCn1c(SCC(=O)c2cc(OC)ccc2OC)nc2c1c(=O)n(C)c(=O)n2C | -2
O=C(N1CCCC1)N1CCN(c2ncnc3c(-c4ccc(Cl)cc4)nsc23)CC1 | 0
COc1ccc(N2CCn3c2nc2c3c(=O)n(CCCc3ccccc3)c(=O)n2C)cc1 | 1
CCOC(=O)N1CCN(Cc2nc3c(c(=O)n(C)c(=O)n3C)n2Cc2cccc3ccccc23)CC1 | 0
CCN(CC)CCCN1C(=O)C(=O)/C(=C(/O)c2ccc3c(c2)CC(C)O3)C1c1cccnc1 (configuration not stated) | -1
Cc1c(N=Cc2cc3c(cc2Cl)OCO3)c(=O)n(-c2ccccc2)n1C | -1
CCOc1ccccc1-c1cc(-c2ccc(OC)cc2)nc2c1c(=O)n(C)c(=O)n2C | -1
COC(=O)c1cc(S(=O)(=O)n2nc(C)cc2C)c(Cl)cc1Cl | 0
CCOc1ncccc1C(=O)OCC(=O)Nc1cc(C(=O)OC)ccc1C(=O)OC | -1
CCC(C)N(C(=O)COC(=O)c1cn(CC)c2nc(C)ccc2c1=O)C1CCS(=O)(=O)C1 (configuration not stated) | 2
Cn1c(=O)c2c(nc(Br)n2Cc2c(F)cccc2Cl)n(C)c1=O | 0
Cc1nc2cc(-c3ccc(F)cc3)nn2c(N2CCOCC2)c1C | -1
Cc1oc(-c2ccc(Cl)cc2)cc1-c1nn2c(-c3ccco3)nnc2s1 | -3
Cc1ccc(NC2=NC(c3ccco3)n3c(nc(C)cc3=O)N2)c(C)c1 (configuration not stated) | 0
Cn1c(=O)c2c(nc(Oc3ccccn3)n2C)n(C)c1=O | 0
CSc1nnc2n(C3CCCCC3)c(=O)c3c4c(sc3n12)CCCC4 | -3
O=C(CSc1nnc(-c2cccs2)n1-c1ccccc1)c1ccc2c(c1)OCCO2 | -1
Cc1nc(NC2=NCN(CCc3ccccc3)CN2)nc2ccccc12 | -1
Cc1ccc(-c2csc3nc(=O)c(C)nn23)cc1 | 2
Clc1ccc(-c2nnc3sc(-c4ccco4)nn23)c(Cl)c1 | 0
COC(=O)C(C#N)c1nc2ccccc2nc1N1CCN(Cc2ccc3c(c2)OCO3)CC1 (configuration not stated) | 0
COc1cc(C(=O)N2CCCN(c3nc4cc(C)ccc4cc3C#N)CC2)cc(OC)c1OC | -1
CN(C)S(=O)(=O)c1ccc(N2CCCC2)c(C(=O)Nc2ccccc2N2CCOCC2)c1 | -2
COc1ccc(CCNC(=O)CSc2nnc(-c3ccccc3)o2)cc1OC | 0
COc1ccc(N2CCCn3c2nc2c3c(=O)n(Cc3ccccc3F)c(=O)n2C)cc1 | 4
CC1(C)Cc2c(sc(NC(=O)c3ccco3)c2C#N)C(C)(C)N1 | 0
CCCn1c(SCC(=O)Nc2nnc(CC)s2)nc2c1c(=O)n(C)c(=O)n2C | -2
O=S(=O)(c1ccc(S(=O)(=O)N2CCN(C3CCCCC3)CC2)cc1)N1CCCCCC1 | 0
COc1ccc(-c2nnc3sc(CN4C(=O)c5ccccc5C4=O)nn23)cc1 | -1
CCOC(=O)C1=C(N)n2c(s/c(=C\c3cccnc3)c2=O)=C(C(=O)OCC)C1c1cccnc1 (configuration not stated) | -2
Cn1c(N)c(C(=O)CSc2nc3ccccc3n2-c2ccccc2)c(=O)n(C)c1=O | -1
CCCc1nnc(NC(=O)c2c(O)c3cccc4c3n(c2=O)CC4)s1 | 0
Cn1cccc1Cc1nnc(SCC(=O)NCc2ccc(F)cc2)n1-c1ccc(F)cc1 | -1
COc1cc2nc(CN(C)CC(=O)Nc3ccc(N4CCOCC4)cc3)[nH]c(=O)c2cc1OC | 0
O=C(NCCN1C(=O)C2C3C=CC(C3)C2C1=O)Nc1ccccn1 (configuration not stated) | 0
O=C1CC(c2ccc(F)cc2)Cc2nc(N3CCc4ccccc43)ncc21 (configuration not stated) | 0
COc1ccc(-c2nnc3ccc(SCC(=O)N4CCCCCC4)nn23)cc1OC | -1
Cc1nnc(SCC(=O)c2c(N)n(C)c(=O)n(C)c2=O)[nH]c1=O | -2
Cc1cccc(-n2cnc3c(c2=O)c2nc4ccccc4nc2n3Cc2ccco2)c1 | -2
Cc1cc(NC(=O)CN2CC3CC(C2)c2cccc(=O)n2C3)nc2c1c(=O)oc1ccccc12 (configuration not stated) | -1
CCCCn1c2nc3ccccc3nc2c2c(=N)oc(C)nc21 | -1
CCn1c(SCc2nnc(-c3ccccc3)o2)nc2c1c(=O)n(C)c(=O)n2C | -1

For reference, two of the compounds above.
canonical_smiles | Phagocyt inh
O=C(c1ccc(S(=O)(=O)N2CCC(c3nc4ccccc4s3)CC2)cc1)N1CCOCC1 | 0
O=C(CN1C(=O)NC2(CCc3ccccc32)C1=O)Nc1cc(C(F)(F)F)ccc1N1CCOCC1 (configuration not stated) | 0

The list goes on.
canonical_smiles | Phagocyt inh
COc1ccc(-c2nc(C#N)c(N3CCN(c4cccc(Cl)c4)CC3)o2)cc1OC | -1
CCOC(=O)N1CCN(Cc2nc3c(c(=O)n(C)c(=O)n3C)n2Cc2cc(C)ccc2C)CC1 | 0
CC(C)CCn1c(=O)c2ccccc2n2c(COC(=O)c3ccc(S(=O)(=O)N(C)C)cc3)nnc12 | 1
CCCCNC(=O)c1cc2c(=O)n3cccc(C)c3nc2n1C | -1
N#Cc1c2c(c(N3CCN(CCO)CC3)n3c1nc1ccccc13)CCCC2 | -2
Cn1c(=O)n(CCN2CCOCC2)c(=O)c2c1nc1n2CCN1c1ccc(Oc2ccccc2)cc1 | 0
CN1C(=O)c2oc3ccc(Br)cc3c(=O)c2C1c1ccncc1 (configuration not stated) | 0
Cc1ccnc(NC(=O)CCC(=O)N(CC(=O)NC2CCCCC2)c2ccc3c(c2)OCO3)c1 | 0
Cc1cccc(-c2nnc3n2N=C(c2ccc(Br)cc2)CS3)c1 | 0
COC(=O)c1cc(Br)c(=O)n(-c2ccc(C(C)=O)cc2)c1 | -2
O=C(c1ccc2nc(N3CCCCC3)sc2c1)N1CCN(c2ccccn2)CC1 | 0
c1ccc2oc(CCc3nc4ccccc4o3)nc2c1 | 0
Cc1nc2c(c(=O)n1Cc1ccccc1Cl)c1nc3ccccc3nc1n2Cc1ccco1 | 1
CC1=C(C(=O)OC(C)C)C(/C=C/c2ccccc2)NC(=O)N1 (configuration not stated) | 0
O=c1c2ccccc2oc2nc(-c3ccco3)n(CCc3ccccc3)c(=O)c12 | -1
Cn1c(=O)c2cnc(N3CCOCC3)nc2n(C)c1=O | 1
COc1nc2cc(C)ccc2cc1-c1noc(-c2cccnc2)n1 | -1
CCCn1c(=O)c2ccccc2n2c(SCC(=O)c3ccc(F)cc3)nnc12 | -2
CCCOc1cccc(C2/C(=C(/O)c3ccncc3)C(=O)C(=O)N2CCCN(C)C)c1 (configuration not stated) | 0
O=C1C(=O)N(CCCn2ccnc2)C(c2ccccn2)/C1=C(/O)c1ccccc1 (configuration not stated) | -1
CN(C)CCN1C(=O)C(=O)/C(=C(/O)c2ccc(S(=O)(=O)N3CCOCC3)cc2)C1c1ccccc1 (configuration not stated) | 0
Cc1ccc2nc(NC3=NCN(Cc4ccccc4)CN3)nc(C)c2c1 | -1
CCOc1cc(-n2cnnn2)c(OCC)cc1NC(=O)c1cnccn1 | -2
O=c1[nH]c(CN2CCN(Cc3ccc4c(c3)OCO4)CC2)nc2sc3c(c12)CCC3 | 1
CC(C)n1c(SCc2cc(=O)[nH]c3ccccc23)nc2c1c(=O)n(C)c(=O)n2C | 4
COc1ccc2c(=O)c3c(=O)n(Cc4ccco4)c(C4CCCCC4)nc3oc2c1 | -1
CCn1c(=N)c(C(=O)NC)cc2c(=O)n3cccc(C)c3nc21 | -1
Cc1cc(NC(=O)c2cc3nc4c(c(C(F)(F)F)n3n2)CCc2ccccc2-4)no1 | -1
Cc1nc2ccc(NC(=O)Cn3cnc4c3c(=O)n(C)c(=O)n4C)cc2s1 | 0
COc1cc(OC)c(-c2nn3c(-c4cccnc4)nnc3s2)cc1OC | -1
Cc1nc(NC2=NCN(Cc3ccc4c(c3)OCO4)CN2)nc2ccccc12 | -1
CCC(CC)C(=O)NCCc1cc2ccc(C)c(C)c2[nH]c1=O | -2
Cc1ccnc(NC(=O)c2c(O)c3ccccc3n(C)c2=O)c1 | -1
COc1ccc(C(=O)Cn2c(N3CCOCC3)nc3ccccc32)cc1OC | 1
CCCCCSc1nc2c(c(=O)[nH]c(=O)n2C)n1CCc1ccccc1 | 3
CCc1c(C)nc2ncnn2c1N1CCC(C(=O)N2CCN(c3ccccc3)CC2)CC1 | 0
O=c1n(Cc2ccccc2Cl)c2sc3c(c2c2ncnn12)CCCC3 | 1
O=c1c2c3nc4ccccc4nc3n(-c3ccc4c(c3)OCCO4)c2ncn1CC1CCCO1 (configuration not stated) | -1

By substructure, those above with an aryl methoxy group.
canonical_smiles | Phagocyt inh
COc1ccc(-c2nnc3ccc(SCC(=O)N4CCOCC4)nn23)cc1 | 1
COc1ccc2[nH]c(C)c(CN3CCCCC3)c(=O)c2c1 | -1
COc1ccc(NC(=O)Cc2nn(C)c(=O)c3ccccc23)c2ncccc12 | 0
COc1ccc(N2CCN(Cc3cc(=O)oc4c3ccc3ccccc34)CC2)cc1 | -1
CCn1c(SCC(=O)c2cc(OC)ccc2OC)nc2c1c(=O)n(C)c(=O)n2C | -2
COc1ccc(N2CCn3c2nc2c3c(=O)n(CCCc3ccccc3)c(=O)n2C)cc1 | 1
CCOc1ccccc1-c1cc(-c2ccc(OC)cc2)nc2c1c(=O)n(C)c(=O)n2C | -1
COc1cc(C(=O)N2CCCN(c3nc4cc(C)ccc4cc3C#N)CC2)cc(OC)c1OC | -1
COc1ccc(CCNC(=O)CSc2nnc(-c3ccccc3)o2)cc1OC | 0
COc1ccc(N2CCCn3c2nc2c3c(=O)n(Cc3ccccc3F)c(=O)n2C)cc1 | 4
COc1ccc(-c2nnc3sc(CN4C(=O)c5ccccc5C4=O)nn23)cc1 | -1
COc1cc2nc(CN(C)CC(=O)Nc3ccc(N4CCOCC4)cc3)[nH]c(=O)c2cc1OC | 0
COc1ccc(-c2nnc3ccc(SCC(=O)N4CCCCCC4)nn23)cc1OC | -1
COc1ccc(-c2nc(C#N)c(N3CCN(c4cccc(Cl)c4)CC3)o2)cc1OC | -1
COc1nc2cc(C)ccc2cc1-c1noc(-c2cccnc2)n1 | -1
COc1ccc2c(=O)c3c(=O)n(Cc4ccco4)c(C4CCCCC4)nc3oc2c1 | -1
COc1cc(OC)c(-c2nn3c(-c4cccnc4)nnc3s2)cc1OC | -1
COc1ccc(C(=O)Cn2c(N3CCOCC3)nc3ccccc32)cc1OC | 1

Some of the compounds tested (hit frequency here may not be typical).
